Assay outcomes deposited in PubChem BioAssay by National Center for Advancing Translational Sciences (NCATS).
Coupling enz – qHTS Assay for Inhibitors of Fructose-1,6-bisphosphate Aldolase from Giardia Lamblia: Coupling assay counterscreen | coupling enzyme system counterscreen, AmpLite Red fluorescence | actives 0.67% (n = 290,000) | activity change, negative = inhibition, % at 58.2 µM, hits read low | AID 2472, 2010; in the data active = activity change below about -30%; note: % is set by controls: 0 for no effect and ±100 for the full control effect
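Counterscreen lacking aldolase: glyceraldehyde-3-phosphate coupling-enzyme reagent preincubated 10 min at RT with compound (at 57.5 uM final), then substrate/coupling system with AmpLite Red added; fluorescence read at 525/598 nm after 20 min RT.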
Chronic BCR inh – qHTS Assay to Find Inhibitors of Chronic Active B-Cell Receptor Signaling; Potency, µM (titrated, usually from 46.1 µM), for the others: at the highest dose ratio change, negative = lower green/red ratio, usual class: inhibitors; actives 0.05% (n = 340,000); ABC-DLBCL IkBa-CBG/CBR reporter, luminescence ratio, 4 h; AID 493014, 2011; active = well fitted inhibition curve with a large enough effect in the signal ratio, with a control signal flat, not every such curve was filed as active; inconclusive = small, poorly fitted or top-dose-only effect, or effect the other way, or a change in a side signal; the % refers to the signal ratio;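 note: potency is the fitted concentration of half-maximal effect; plate controls were basal doxycycline-induced cells for no effect and cells given 10 µM MG132 for full effect; MG132 reads +100%, hits lower the ratio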
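TMD8 human ABC-DLBCL cells with doxycycline-inducible IκBα–green luciferase fusion and unfused red luciferase, in 0.5% FBS medium; compounds up to 46 uM, 4 h at 37C. Green/red luminescence ratio, filter-overlap corrected, fitted to concentration-response curves.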
KCNH2 WT inh – qHTS for Inhibitors of KCHN2 3.1: Wildtype qHTS | Voltage-gated inwardly rectifying potassium channel KCNH2 (Homo sapiens), Q12809 | U2OS, BacMam KCNH2, thallium flux FluxOr; hits give low values | activity change, % at 1.84 µM | actives 0.37% (n = 340,000) | AID 720551, 2013;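 active = maximum activity change below -70%; inconclusive = maximum activity change between -70% and -50%; inactive = maximum activity change above -50%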; note: % is set by controls: 0 for no effect and ±100 for the full control effect
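U2OS cells were transduced with wild-type KCNH2 virus (2.03 x 10^8 / mL) for 4 h at room temperature, then cultured overnight at 37 C. Thallium flux was read with FluxOr dye. Rate constants were normalized to DMSO controls.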
A-T KAP1 phos – qHTS Assay for Identifying a Potential Treatment of Ataxia-Telangiectasia. […] A-T fibroblasts, KAP-1 phosphorylation AlphaLISA; neocarzinostatin DNA damage 30 min before lysis. Potency, µM (top dose mostly 57.5 µM), for the others: top-dose activation, hits mostly activators. actives 0.19% (n = 320,000). AID 485349, 2010; note: potency is the fitted concentration of half-maximal effect; % of control where 0% means no effect; nearly all actives have a fitted effect of over 45% in size
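ATM-like activity read as KAP-1 phosphorylation via AlphaLISA donor/acceptor antibody pairs after lysis and 6 hr at 25C. Cells were ATM-null patient fibroblasts ([…], hTERT), dosed 60 min, then exposed to the DSB inducer NCS for 30 min.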
TCR act – Activators of T cell receptors: qHTS campaign; primary human leukocytes, anti-CD3, IL-2 HTRF, 48 h; Potency, µM (highest dose often 9.22 µM), inactives show at the top dose activation of IL-2 secretion, most hits filed as activators; 330,000 tested, under 10 active; AID 504894, 2011; note: % of control where 0% means no effect
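Using a-CD3 beads without co-stimulation, primary human leukocytes were exposed to compounds for 48 hr. An HTRF IL-2 kit measured the cytokine, with europium-to-d2 energy transfer producing emission at 665nm upon 320nm excitation.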
Giardia kill – Small Molecules that selectively kill Giardia lamblia: qHTS; Giardia lamblia trophozoite viability; actives 0.15% (n = 340,000); AID 540267, 2011; activity change, % at 7.66 µM, hits read low; in the data active = activity change below about -80%; inconclusive = between about -30% and that limit;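 note: parasites exposed to compound for two days anaerobically before the ATP read; % is set by controls: 0 for no effect and ±100 for the full control effect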
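Anaerobic 48 hrs incubation at 37 deg C of 100 trophozoites/well with test compounds; ATPLite 1-Step luminescence, 15-30 min RT, reports cellular ATP as viability.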
GALK inh – qHTS Assay for Inhibitors of Human Galactokinase (GALK). Potency, µM (top dose mostly 57.5 µM), inactives show top-dose activity change, negative = inhibition, hits mostly inhibitors. actives 0.007% (n = 270,000). Purified GALK, Kinase-Glo residual ATP luminescence; note: potency is the fitted concentration of half-maximal effect; % is set by controls: 0 for no effect and ±100 for the full control effect
Target sequence (P51570 whole entry, looked up): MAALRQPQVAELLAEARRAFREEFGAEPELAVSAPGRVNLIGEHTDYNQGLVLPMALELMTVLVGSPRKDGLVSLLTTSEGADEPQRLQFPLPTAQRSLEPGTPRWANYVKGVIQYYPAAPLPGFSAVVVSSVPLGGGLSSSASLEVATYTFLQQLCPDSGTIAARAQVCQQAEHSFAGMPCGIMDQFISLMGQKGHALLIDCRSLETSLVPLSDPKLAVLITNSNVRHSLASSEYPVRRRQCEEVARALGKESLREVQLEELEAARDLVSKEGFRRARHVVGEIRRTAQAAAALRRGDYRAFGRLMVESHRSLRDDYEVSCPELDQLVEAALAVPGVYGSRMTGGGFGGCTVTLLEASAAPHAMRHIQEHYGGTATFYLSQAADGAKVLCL
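GALK at 5 nM final was combined with compound, 35 uM ATP and 100 uM galactose in HEPES pH8.0 with MgCl2 and DTT. The reaction ran one hour at room temperature before luminescent ATP detection.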
MLL CXXC-DNA inh – qHTS Fluorescence Polarization Assay for Inhibitors of MLL CXXC domain - DNA interaction; Histone-lysine N-methyltransferase 2A (Homo sapiens), Q03164; MLL-CXXC / FITC-HOXA9 DNA fluorescence polarization; Potency, µM (highest dose often 115 µM), for the others: at the highest dose activity change, negative = inhibition, actives largely listed as inhibitors; actives 0.037% (n = 290,000); AID 2662, 2010; active = well fitted inhibition curve with a large enough effect in the polarisation, with a control signal flat, not every such curve was filed as active; inconclusive = small, poorly fitted or top-dose-only effect, or effect the other way, or a change in a side signal; inactive = no such curve, though single readings can be large or run the other way; the % refers to the polarisation; note: potency is the fitted concentration of half-maximal effect
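Steps: dispense CXXC domain solution (7 uM) → pin compounds or unlabeled HOX-A9 DNA control → 5 min ambient → add FLSN-HOX-A9 solution (50 nM) → spin → 30 min ambient → fluorescence polarization. Tris pH 7.5/NaCl/DTT/BSA buffer.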
TSHR antagonist – Antagonists of the Thyroid Stimulating Hormone Receptor: HTS campaign; actives 0.2% (n = 330,000); activity change, negative = inhibition, % at 11.5 µM; Thyrotropin receptor (Homo sapiens), P16473; TSHR-expressing cells, TSH-stimulated cAMP HTRF, 2 h; hits give low values; AID 504810, 2011;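 active = activity change below a set negative limit, meaning inhibition stronger than a set level, cut at about -70% in these data; inconclusive = activity change between two set negative limits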; note: % is set by controls: 0 for no effect and ±100 for the full control effect
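Inhibition of cAMP made by TSHR-expressing cells under TSH stimulation (4nM final, EC80; 2 h, 37 deg C) is quantified with a one-step lysis HTRF kit, anti-cAMP cryptate versus cAMP-d2.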
Tb PFK block – qHTS Assay to Find Inhibitors of T. brucei phosphofructokinase. ATP-dependent 6-phosphofructokinase (Trypanosoma brucei brucei), O15648. T. brucei PFK, ADP-Glo luminescence. Potency, µM (titrated, usually from 57.5 µM), inactives show top-dose activity, negative = inhibition, actives largely listed as inhibitors. actives 0.17% (n = 330,000). AID 485367, 2010;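 note: potency is the fitted concentration of half-maximal effect; 0% = uninhibited 1x PFK enzyme wells and -100% = no-enzyme wells; nearly all actives have a fitted effect of over 60% in size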
Target sequence (O15648 whole entry, looked up): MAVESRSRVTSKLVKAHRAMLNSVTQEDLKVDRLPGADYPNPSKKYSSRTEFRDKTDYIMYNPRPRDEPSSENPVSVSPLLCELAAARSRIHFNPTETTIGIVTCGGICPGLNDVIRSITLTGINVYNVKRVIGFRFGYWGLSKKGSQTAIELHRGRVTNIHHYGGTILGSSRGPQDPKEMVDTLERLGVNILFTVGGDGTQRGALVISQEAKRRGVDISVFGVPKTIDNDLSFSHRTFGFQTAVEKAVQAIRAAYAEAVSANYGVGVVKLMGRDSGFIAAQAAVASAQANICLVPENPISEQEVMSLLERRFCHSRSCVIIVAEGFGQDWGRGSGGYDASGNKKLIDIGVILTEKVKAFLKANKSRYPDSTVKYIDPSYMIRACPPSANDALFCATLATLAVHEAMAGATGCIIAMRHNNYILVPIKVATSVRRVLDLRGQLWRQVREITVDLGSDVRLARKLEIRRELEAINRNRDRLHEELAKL
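1.25 nM PFK with 0.5 mM F6P and 0.1 mM ATP in 0.1 M TEA pH 8.0, 5 mM MgCl2, incubated 45 min at room temperature; ADP measured by ADP-Glo luminescence; compounds titrated up to 57 uM.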
Numbers without * were called inactive; ? = inconclusive; / = no result given; [ ] = another dose, or the depositor's remark. Unless noted, calls come from the whole dose curve; as a rule, active = well fitted curve in the direction sought with a large enough effect; inconclusive = small, poorly fitted or top-dose-only effect, or another doubt; inactive = no such curve, though single readings can be large; an effect the other way counts as inactive or inconclusive.

SMILES	Coupling enz	Chronic BCR inh	KCNH2 WT inh	A-T KAP1 phos	TCR act	Giardia kill	GALK inh	MLL CXXC-DNA inh	TSHR antagonist	Tb PFK block
O=S1(=O)CCN2C(c3ccco3)=CSC2=N1	-7.0	0.4%	5.2	-1.0%	-3.6%	13.1	-0.3%	3.3%	-1.4	0.8%
Cc1ccc(C(=O)NC(=S)N2CCN(C)CC2)cc1	1.3	4.4%	6.1	0.3%	-2.7%	?	0.2%	2.6%	4.1	2.5%
O=C(NNC(=O)C1CC1)c1cccc([N+](=O)[O-])c1	/	-0.3%	-0.9	0.4%	10.1%	6.2	-0.5%	2.8%	13.6	-2.2%
O=C(N/N=C/c1c[nH]c2ccccc12)c1cccs1	-0.6	?	-1.0	7.1%	7.3%	-12.5	3.1%	2.7%	5.9	-4.7%
COCCN(C(=O)CNC(=O)c1ccco1)C(C(=O)NC1CCCCC1)c1cccc(OC)c1 (stereo not drawn)	2.1	3.2%	-9.3	1.8%	5.6%	-12.1	-2.6%	-4.2%	-0.6	-8.7%
CC(=O)c1c(C)[nH]c(C(=O)Nc2ccccn2)c1C	/	11.8%	-1.5	6.0%	12.6%	6.8	-2.6%	-2.6%	15.9	1.7%
COCCNC(=S)Nc1ccc([N+](=O)[O-])cc1C	1.9	5.5%	-10.3	2.6%	-6.9%	3.0	0.0%	21.3%	7.0	-0.3%
O=C(CN1CCN(C(c2ccccc2)c2ccccc2)CC1)NCc1ccccc1	2.3	-1.4%	19.3	3.6%	/	12.6	2.0%	0.6%	12.6	-1.0%
CCOc1ccc(NCc2cccn2-c2nnc(N3CCC(C(=O)NCCCN4CCCCC4CC)CC3)s2)cc1 (stereo not drawn)	-0.1	?	9.6	-7.7%	-4.3%	5.7	-1.6%	12.7%	1.9	5.7%
Cc1noc(C)c1COc1cccc(C(=O)Nc2cccnc2)c1	3.7	-11.5%	7.7	5.2%	1.4%	3.1	1.4%	8.9%	-4.5	-2.7%
O=C(O)c1ccccc1C(=O)NCc1ccc2c(c1)OCO2	0.6	-9.7%	-14.0	4.0%	1.7%	8.7	7.4%	-4.8%	13.8	-0.3%
CN(C(=O)c1ccncc1)c1nnc(-c2ccncc2)s1	4.2	?	1.0	-17.3%	-5.8%	6.7	0.8%	5.5%	-8.2	-0.2%
CC1CCCN(CCCNC(=O)c2ccc(N3CCCC3=O)cc2)C1 (stereo not drawn)	/	-2.2%	1.3	-4.0%	7.3%	2.1	0.4%	0.8%	-2.5	-3.0%
Cc1cccn2c(=O)c(C=Nc3c(C)n(C)n(-c4ccccc4)c3=O)c(N3CCCC3)nc12	-0.2	0.0%	/	-10.4%	/	/	2.8%	6.7%	10.8	4.8%
COc1ccc(NC(=O)C2CCCN(S(=O)(=O)c3ccc(Cl)cc3)C2)cc1OC (stereo not drawn)	/	-18.4%	-4.2	19.3%	5.4%	8.8	0.7%	2.3%	-3.6	2.1%
CN(C)C(=O)c1cc(C(=O)c2ccccc2F)c[nH]1	0.0	-8.0%	9.7	-2.3%	-5.2%	6.7	-3.3%	-8.9%	2.7	2.3%
CCCn1c(OC)nc2c1c(=O)n(C)c(=O)n2C	0.5	-2.6%	-10.0	-1.4%	9.9%	-6.2	-1.4%	7.9%	2.4	0.3%
O=C(O)C1C(c2ccccc2)C(C(=O)OCc2ccco2)C1c1ccccc1 (stereo not drawn)	12.4	4.7%	-2.4	-0.7%	6.8%	5.5	4.3%	-11.5%	10.1	-1.6%
CCOc1cccc2cc(C(=O)NCc3ccc(F)cc3)c(=N)oc12	-1.9	1.1%	2.5	20.9%	-34.8%	-21.7	-4.0%	-4.5%	1.4	-2.2%
O=S(=O)(c1cnc[nH]1)N1CCN(c2ccc(F)cc2)CC1	1.3	5.1%	2.5	0.6%	0.7%	-5.3	0.0%	-7.1%	9.7	-5.2%
Cc1c(OCc2ccccc2)c(=O)ccn1Cc1ccc(Cl)cc1	0.8	0.6%	-6.1	/	-1.2%	-4.0	2.1%	21.8%	5.6	-1.0%
C=CC[C@H](CC(=O)NCCO)C(=O)N[C@H](COC(=O)[C@@H](CC=C)Cc1ccc(F)cc1)C(C)(C)C	/	7.1%	-4.0	-1.8%	-9.2%	8.0	/	/	-5.8	0.6%
C=CCn1c(=O)c(C(=O)Nc2ccc(C)cc2)c(O)c2ccccc21	-0.1	14.9%	-7.4	3.3%	14.8%	-17.8	2.0%	-3.5%	2.0	1.0%
CC(=O)Nc1ccc(NC(=O)COC(=O)CCc2nc3ccccc3s2)cc1	7.4	0.5%	12.2	24.7%	4.6%	-1.0	-2.0%	1.4%	-4.0	8.4%
COc1ccc(NC(=S)NNC(=O)c2nnn(-c3ccccc3)c2C)cc1	-0.2	-1.0%	3.4	-4.2%	-4.4%[46.1 µM]	7.7	2.1%	36.0%[activator]	-8.2	-0.9%
The listing continues.
SMILES	Coupling enz	Chronic BCR inh	KCNH2 WT inh	A-T KAP1 phos	TCR act	Giardia kill	GALK inh	MLL CXXC-DNA inh	TSHR antagonist	Tb PFK block
CNC(=O)C(NC(=O)Nc1ccc(C)cc1)C(C)(C)C (stereo not drawn)	2.1	?	5.3	8.6%	-3.9%	7.7	-0.9%	12.4%	-8.2	1.3%
Cc1noc(C)c1COC(=O)C1CCN(C(=O)c2ccc(Cl)cc2)CC1	7.0	2.3%	-3.9	-1.9%	2.9%	-14.4	-2.7%	0.3%	12.2	2.2%
O=C(COc1ccc(Cl)cc1)Nc1cc2c3c(c1)CC(=O)N3CCC2	/	-8.1%	14.4	16.9%	3.6%	1.8	/	/	0.3	-15.6%
CC(=O)Oc1cc(C(=O)OCC(=O)N2CCc3ccccc3C2)cc(OC(C)=O)c1OC(C)=O	/	-19.3%	5.9	-16.6%	4.2%[46.1 µM]	-16.6	/	/	-6.7	25.7%
O=C(NCCC(=O)N(CCc1ccccc1)Cc1ccccc1)c1ccc([N+](=O)[O-])cc1	/	0.7%	16.6	8.7%	-2.4%	-1.2	/	/	-8.2	-2.4%
Cc1cccc(C)c1NC(=O)CN(C)C(=O)c1ccccc1Sc1ccccc1C#N	/	-14.5%	5.7	-3.7%	/	-19.9	/	/	6.2	-5.0%
O=C(NNC(=S)NC(=O)c1ccco1)c1ccc(F)cc1	-6.2	?	-1.4	-1.4%	-5.3%	-2.3	-1.6%	-12.0%	-6.1	2.9%
CCNc1nc(NCC)nc(OCCNS(=O)(=O)c2cc(C)ccc2C)n1	-1.6	?	27.6	-0.5%	-2.6%	7.5	-0.1%	-1.5%	0.0	-5.7%
COc1cc(CN2CCN(C(=O)CC(C)C)CC2)cc(OC)c1O	-0.4	-0.1%	2.3	-0.8%	0.1%	0.3	0.6%	0.5%	8.6	1.1%
CCOc1ccc(S(=O)(=O)NCCC(=O)N2CC(C)OC(C)C2)cc1 (stereo not drawn)	/	-1.7%	-6.1	0.0%	0.7%	2.9	/	/	-1.9	0.0%
CC(=O)c1sc(NC(=O)CN2C(=O)NC3(CCCC3)C2=O)nc1-c1ccccc1	/	?	0.0	2.0%	-1.7%	-5.1	/	/	-4.1	16.4%
Cc1oc(C(=O)O)cc1COc1cccc2cccnc12	-2.8	7.2%	2.7	5.1%	1.2%	8.9	-2.9%	-12.5%	-7.1	14.9%
COc1ccc(-n2nc3c(N)n[nH]c3cc2=O)cc1	0.6	4.9%	0.5	-3.5%	-3.3%	-5.2	0.5%	-1.6%	-8.5	5.2%
C=CCn1cnc2c(nnn2-c2ccc(OC)c(OC)c2)c1=O	0.2	0.5%	14.1	-3.3%	/	22.2	0.5%	-3.3%	-4.8	1.1%
COc1ccc(N2CCN(S(=O)(=O)c3cc(-c4cc(C)no4)ccc3C(C)C)CC2)cc1	0.0	11.8%	-12.9	-7.1%	-4.1%	-6.0	6.5%	1.6%	-13.3	-3.7%
Cc1cn([C@H]2C[C@H](O)[C@@H](CCC(=O)NCCCn3ccnc3)O2)c(=O)[nH]c1=O	/	0.0%	-6.5	-19.8%	-1.9%[46.1 µM]	4.5	/	/	4.7	9.4%
